# Bioassay records from PubChem BioAssay.
# SENP7 inh: blocks the human protease SENP7 | Q9BQF6 | recombinant SENP7, Z-RLRGG-aminoluciferin luminescence, 40 min | inhibition, % at 5 µM | hit rate 1.5% among 330,000 | AID 434973;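 active means inhibition above about 50% at the single test dose, limit read from the data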;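 further: plate controls were DMSO with enzyme for no effect and no enzyme buffer wells for full effect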
# Target sequence (Q9BQF6 706-1050 limits assumed): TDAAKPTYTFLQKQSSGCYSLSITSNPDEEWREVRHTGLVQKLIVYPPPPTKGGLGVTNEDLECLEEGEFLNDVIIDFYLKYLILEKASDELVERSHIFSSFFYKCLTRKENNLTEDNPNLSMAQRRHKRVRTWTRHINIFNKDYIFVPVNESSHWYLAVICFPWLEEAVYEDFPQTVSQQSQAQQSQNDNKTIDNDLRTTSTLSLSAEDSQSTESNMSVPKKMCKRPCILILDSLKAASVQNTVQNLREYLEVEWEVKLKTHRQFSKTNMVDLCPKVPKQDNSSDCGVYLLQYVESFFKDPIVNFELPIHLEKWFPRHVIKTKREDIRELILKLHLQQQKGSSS
# SENP8 inh: SENP8 (human) protease inhibition. Q96LD8. hit rate 0.64% among 360,000. AID 602440. inhibition, % at 20 µM. recombinant SENP8, Nedd8 substrate fluorescence; in the data active means inhibition mostly above about 40%, no sharp cut-off; inactive means mostly below about 27%
# Target sequence (Q96LD8 whole entry, looked up): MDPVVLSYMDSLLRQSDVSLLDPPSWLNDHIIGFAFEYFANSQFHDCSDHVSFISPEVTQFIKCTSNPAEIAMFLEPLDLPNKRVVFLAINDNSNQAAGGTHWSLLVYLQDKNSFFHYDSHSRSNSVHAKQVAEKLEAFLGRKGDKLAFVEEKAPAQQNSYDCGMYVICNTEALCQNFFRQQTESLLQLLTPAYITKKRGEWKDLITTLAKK
# PfG6PD inh: PfG6PD (Plasmodium falciparum) enzyme inhibition; PfGluPho enzyme, NADPH resazurin-diaphorase fluorescence; inhibition, % at 20 µM; hit rate 0.78% among 350,000; AID 504690;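 active means inhibition reaching at least a set limit at 20 µM in the primary screen, cut at about 59% in these data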;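 further: 0% = DMSO wells with substrate and 100% = DMSO wells lacking glucose-6-phosphate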
# SENP6 block: inhibitors of human SENP6 protease | Q9GZR1 | Recombinant SENP6 catalytic domain, aminoluciferin luminescence | inhibition, % at 10 µM | hit rate 1.8% among 330,000;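 active means inhibition above about 50% at the single tested dose, limit read from the data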;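 further: plate controls were DMSO wells with enzyme for no effect and DMSO wells lacking enzyme for full effect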
# Target sequence (Q9GZR1 628-1112 limits assumed): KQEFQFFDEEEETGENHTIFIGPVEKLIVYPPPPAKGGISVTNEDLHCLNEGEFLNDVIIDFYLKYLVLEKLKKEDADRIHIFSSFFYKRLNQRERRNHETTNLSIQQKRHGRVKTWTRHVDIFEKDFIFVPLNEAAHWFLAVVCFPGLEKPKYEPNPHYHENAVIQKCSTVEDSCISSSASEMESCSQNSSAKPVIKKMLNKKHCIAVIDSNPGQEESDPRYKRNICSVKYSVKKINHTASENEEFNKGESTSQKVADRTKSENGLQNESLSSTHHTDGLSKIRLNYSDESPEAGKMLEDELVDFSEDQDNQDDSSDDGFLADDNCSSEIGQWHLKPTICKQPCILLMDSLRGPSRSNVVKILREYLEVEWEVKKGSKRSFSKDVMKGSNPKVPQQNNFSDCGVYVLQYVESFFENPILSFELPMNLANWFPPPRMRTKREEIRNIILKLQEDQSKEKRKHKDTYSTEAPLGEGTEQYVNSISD
# MPTP block: inhibitors of mitochondrial permeability transition pore; hit rate 1.4% among 360,000; isolated mouse mitochondria, Ca2+ swelling absorbance, 30 min; inhibition, % at 10 µM; AID 602449;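 active means inhibition of 50% or more, scaled per plate between neutral and stimulator controls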;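 further: 0% = DMSO wells given calcium and 100% = 1 mM EGTA wells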
# HKDC1 inh: HKDC1 (human) hexokinase inhibition | Q2TB90 | inhibition, % at 20 µM | hit rate 0.16% among 340,000 | recombinant HKDC1, G6PDH/diaphorase resazurin coupled fluorescence;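 active means inhibition above about 35% when tested at 20 µM, limit read from the data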;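 further: plate controls were DMSO wells with enzyme for no effect and DMSO wells lacking enzyme for full effect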
#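 test system = in-house recombinant HK5 (HKDC1) enzyme | amount = HKDC1 at 5 µg/mL | control set = DMSO-enzyme wells negative, buffer-substituted wells positive | compound = one dose of 20 µM, 1% DMSO | schedule = reaction time 90 min, room temperature, protected from light | technique = resorufin fluorescence at 613 nm | reagent = glucose with 1 mM ATP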
# ATG4B inhibitor: ATG4B (human) cysteine protease inhibition. Q9Y4P1. ATG4B cleavage of LC3-PLA2, NBD-HPC fluorescence, 1 h. inhibition, % at 8.33 µM. hit rate 0.51% among 340,000. AID 504462; in the data active means inhibition above about 40%
# GRIN3A LBD mod: modulates the human NR3A ligand-binding domain. NR3A LBD differential scanning fluorimetry, Tm shift; 0% = protein alone, 100% = glycine-bound protein. Tm shift relative to glycine control, % at 25 µM. hit rate 2.5% among 340,000;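 active means melting temperature shift of at least 10% of the positive control shift, at one fixed dose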
# An asterisk follows results filed as active; . = not tested or not shown; & = joins results of further samples. Outcome played no part in choosing rows; 6.9% or so of the library scored in one or more.
SMILES,SENP7 inh,SENP8 inh,PfG6PD inh,SENP6 block,MPTP block,HKDC1 inh,ATG4B inhibitor,GRIN3A LBD mod
Cc1ccc(S(=O)(=O)Nc2ncc(C(F)(F)F)cc2Cl)cc1,-8,18,-3,6,5.7,-10,2,-2
O=C(Nc1nccs1)c1ncc(Cl)c(Cl)c1Cl,4,11,8,11,0.8,-3,-8,-2
O=C(CSc1nc2ccccc2c(=O)n1-c1ccc(F)cc1)Nc1ccc2c(c1)CCC2,-6,9,14,4,5.3,-4,6,0
CCCCN(CCCC)c1nc(OC)nc(-n2nnc(C(C)=O)c2C)n1,-3,18,-4,-9,-2.1,6,-6,-1
O=C(CCNC(=O)c1ccco1)NCc1ccc(F)cc1,2,14,3,-4,-0.5,-3,-7,3
O=C(COc1ccccc1)Nc1nccs1,6,-4,0,75*,1.1,-10,-7,0
Cc1ccc(S(=O)(=O)/N=C(\N)Nc2nc(C)c3cc(C)ccc3n2)cc1,5,-62,7,0,-1.6,-13,0,-1
O=C(N/C=C/c1ccccc1)Nc1ccc(Cl)cc1,-8,15,12,1,-1.5,-2,-7,11*
COc1ccc(NS(=O)(=O)c2ccc(C)c(C(=O)NCC(c3ccco3)N(C)C)c2)cc1 (stereo unspecified),-3,-20,2,-15,-0.8,1,-1,2
Cc1cc(N=Cc2c(O)ccc3ccccc23)no1,-9,-53,31,-5,-1.5,28,2,1
COc1ccc(/C=C/CN2CCN(Cc3ccc(C)cc3)C(CCO)C2)cc1 (stereo unspecified),-6,34,-3,0,0.3,-4,-11,-1
O=C(Cc1ccccc1)Nc1ncnc2c1C(c1ccccc1)c1c(ccc3ccccc13)O2 (stereo unspecified),-3,-13,10,2,1.4,2,-11,-4
CC(C)C(NC(=O)c1ccc2c(c1)OCO2)C(=O)N/N=C\c1ccco1 (stereo unspecified),-6,16,-6,-8,-0.8,-3,-10,2
CCOC(=O)c1c(NC(=O)CC)sc(C(=O)NC2CCCC2)c1C,-4,-1,7,3,0.7,-5,-6,-1
OC(CNc1ncnc2sccc12)c1ccccc1 (stereo unspecified),0,-51,-11,2,34,2,-12,-3
CC(=O)c1cccc(CN2CCCC(CCC(=O)NCc3ccc(C)o3)C2)c1 (stereo unspecified),0,4,-5,-7,-0.8,-9,19,-3
CCNC(=O)COC(=O)c1ccc(-n2nc(C)cc2C)cc1,1,14,5,-8,-1.1,-6,-2,-2
CCN(CC(=O)Nc1ccc(C)c(S(=O)(=O)N2CCOCC2)c1)Cc1ccccc1,-7,3,-18,-11,-0.4,-4,-8,0
O=C(O)c1cccc(Br)c1,.,42*,7,.,-0.3,-3,-9,-2
O=C(Nc1ccccc1N1CCCCC1)c1ccc(-c2ccc(Cl)cc2)o1,-2,-56,12,2,27,-7,5,0
COc1cc(C2NC(=O)NC(C)=C2C(C)=O)cc(OC)c1OC (stereo unspecified),-8,24,-1,0,-0.5,-4,-3,2
CNC(=S)N(CCc1c(C)[nH]c2ccc(C)cc12)Cc1ccc(OC)c(OC)c1,-7,-9,5,-6,0.4,8,11,-13
Cc1cccc2[nH]c(-c3ccc(NC(=O)c4ccco4)cc3)nc12,90*,-213,6,91*,0.0,7,-21,31*
O=C(COc1ccc(Cl)cc1)N1CCN(Cc2ccc3c(c2)OCO3)CC1,-10&-12,8&2,8&-4,-18&7,2.6&-1.1,-5&-8,-6&-2,2&-2
Cc1ccc(C(=O)N2CCCC(Nc3ccc(F)cc3)C2)cc1C (stereo unspecified),7,11,-5,6,-0.4,6,28,0
CCOCCOc1cccc(C(=O)NC(C)c2ccc3ccccc3c2)c1 (stereo unspecified),1,7,-9,7,1.0,-2,-4,2
[O-]/C(=C(\C(=S)Nc1ccc(SC(F)F)cc1)[n+]1ccccc1)c1cc(Cl)ccc1Cl,13,26,15,6,-2.4,-2,-8,-3
Cc1cc(S(=O)(=O)N2CCN=C2c2ccccc2)c(Cl)cc1Cl,1,5,13,3,-1.1,-1,-6,4
Cc1[nH]c(-c2ccc(F)cc2)cc1C(=O)N1CCN(c2ccccc2F)CC1,-2,9,10,0,0.2,-1,-3,-12
CC(NC(=O)c1ccc(N(C)C)c([N+](=O)[O-])c1)c1ccc(-n2ccnc2)cc1 (stereo unspecified),-1,17,-4,-16,0.1,-2,2,-8
Cn1cc(C(=O)N2CCN(C(=O)c3ccco3)CC2)c2c3ccccc3n(C)c2c1=O,-6,-287,3,-16,-1.6,8,3,-3
O=C(Nc1cccc2ccccc12)N1CC=CCC1,42,-426,-7,65*,0.1,4,-3,0
Nc1nc(CN2CCN(Cc3ccccc3)CC2)nc(Nc2ccccc2)n1,-5,9,-13,9,-1.5,-1,3,-2
CC(=O)OCC(=O)C1(O)CCC2C3CC(F)C4=CC(=O)CCC4(C)C3C(O)CC21C (stereo unspecified),.,6,4,.,-1.5,-9,-4,-3
COc1c(O)cccc1-c1nnn(CCC(=O)OCC(=O)c2ccccc2)n1,7,6,6,-8,-0.7,-3,-4,1
COc1ccccc1NC(=O)C1CCOC1=O (stereo unspecified),2,36,2,-9,0.8,1,-8,1
O=C(CSc1nnc(-c2ccccc2F)n1C1CCCCC1)Nc1cc(C(=O)O)ccc1Cl,-4,6,-17,11,2.8,2,-2,3
O=S(=O)(/N=C(\c1ccccc1F)N1CCCCC1)c1ccccc1,-1,16,14,10,-0.8,-8,-7,-1
C/C(=N\NC(=S)NCCc1ccccc1)c1ccc(Cl)cc1Cl,4,12,3,-8,0.9,-2,2,-2
O=C(CCn1nnnc1CN1CCOCC1)N1CCC(c2ccccc2Cl)C1 (stereo unspecified),-3,5,0,-9,-0.9,-3,12,2
O=C(NCCCN1CCOCC1)c1c(O)c2cc(Br)cc(Br)c2[nH]c1=O,-7,20,-2,1,-0.9,1,-6,-1
COc1ccccc1/C=C/C(=O)N1CCc2cc(OC)c(OC)cc2C1C (stereo unspecified),-6,-11,-19,-9,-0.8,-1,-3,-3
N#Cc1c2ccc(O)cc2n2ccccc12,-1,-379,47,12,1.8,28,3,6
NS(=O)(=O)c1ccc(CNC(=O)c2cnccn2)cc1,0,10,-2,6,1.8,-7,-1,-1
COc1ccc(C(=O)c2ccccc2Cl)cc1,1,25,-5,5,0.2,-6,6,-10

# Some of the entries above in a different format:
Compound	SENP7 inh	SENP8 inh	PfG6PD inh	SENP6 block	MPTP block	HKDC1 inh	ATG4B inhibitor	GRIN3A LBD mod
Cc1cc(N=Cc2c(O)ccc3ccccc23)no1	-9	-53	31	-5	-1.5	28	2	1
Cc1ccc(S(=O)(=O)/N=C(\N)Nc2nc(C)c3cc(C)ccc3n2)cc1	5	-62	7	0	-1.6	-13	0	-1
O=C(NCCCN1CCOCC1)c1c(O)c2cc(Br)cc(Br)c2[nH]c1=O	-7	20	-2	1	-0.9	1	-6	-1

# Exported with two lines to a compound: 2 of the compounds above
# Order of values – SENP7 inh	SENP8 inh	PfG6PD inh	SENP6 block	MPTP block	HKDC1 inh	ATG4B inhibitor	GRIN3A LBD mod
- O=S(=O)(/N=C(\c1ccccc1F)N1CCCCC1)c1ccccc1
    -1	16	14	10	-0.8	-8	-7	-1
- C/C(=N\NC(=S)NCCc1ccccc1)c1ccc(Cl)cc1Cl
    4	12	3	-8	0.9	-2	2	-2

# (more compounds)
SMILES,SENP7 inh,SENP8 inh,PfG6PD inh,SENP6 block,MPTP block,HKDC1 inh,ATG4B inhibitor,GRIN3A LBD mod
COc1ccc(-n2c(=S)[nH]c3cc(C(=O)Nc4ccccc4OC)ccc3c2=O)c(OC)c1,-2,20,13,11,-0.8,-3,0,-5
CCN1C(=O)[C@H]2[C@@H](c3ccc(C)cc3)N3C(=O)N(c4cccc(Cl)c4)C(=O)[C@@]3(Cc3ccccc3)[C@H]2C1=O,6,3,10,-17,20,0,-5,-11
CC(OC(=O)c1ccc(Br)o1)C(=O)Nc1ccc2c(c1)OCCO2 (stereo unspecified),10,4,-4,0,0.9,-4,2,-1
COc1ccc(C(=O)NCC(=O)Nc2ccccc2)cc1OC,1,16,4,0,0.0,-10,-13,1
O=C(COc1ccc(-c2nnco2)cc1)Nc1ccc(F)c(Cl)c1,10,2,25,12,-0.1,-1,-11,0
COc1ccc(N2CCN(S(=O)(=O)c3ccc4oc(=O)ccc4c3)CC2)cc1,-6,-8,10,-8,2.0,-6,2,1
CCN(CC)CCNS(=O)(=O)c1ccc(OC)c(Br)c1,2,6,-13,3,-3.6,1,-6,1
CCCn1nnnc1SCC(=O)NCc1ccc2c(c1)OCO2,4,12,3,-8,0.3,-1,-6,-1
CCN(C(=O)c1cc(Cl)ccc1OC)c1ccccc1C,0,31,-2,7,-3.0,-7,4,0
O=C1C2CCCN2C(c2cccs2)N1c1ccc(Cl)cc1 (stereo unspecified),6,32,4,0,0.0,-3,-1,1
COc1ccc(Cn2c(=O)[nH]c3cc(C(=O)NCCCN4CCCCC4)ccc3c2=O)cc1,13,-90,-1,-4,1.0,-3,-13,-1
COc1ccc(C(=O)Nc2ccccc2C(=O)NC(Cc2c[nH]c3ccccc23)C(=O)O)cc1 (stereo unspecified),-4,4,2,-2,-1.5,12,0,-9
Cn1c(SCC(=O)Nc2cccnc2Cl)nnc1-c1ccco1,6,5,0,2,-1.3,-1,3,0
O=C(NCc1ccc2c(c1)OCO2)c1ccc(Cl)nc1,8,2,17,-6,1.6,-7,3,-1
CSCSC1=C(C#N)C(c2ccccc2Cl)C(C(C)=O)=C(C)N1 (stereo unspecified),4,-21,-17,-9,1.5,0,3,-9
COC(=O)[C@@H]1CCCN1Cc1c(C(=O)N2CCCCC2)nc2c(C)cccn12,-5,11,8,-16,-0.4,-13,14,-1
CCC(C)NC(=O)C1CCN(S(=O)(=O)c2ccc(-n3cnnn3)cc2)CC1 (stereo unspecified),3,13,-7,5,-1.3,-6,4,1
COc1ccccc1C(CNC(=O)c1ccc(NS(=O)(=O)c2ccc3c(c2)OCCO3)cc1)N(C)C (stereo unspecified),5,15,5,-16,-0.4,-5,-6,2
COc1ccc(N(C)S(=O)(=O)c2cccc(C(=O)OCC(=O)c3c(N)n(C)c(=O)n(C)c3=O)c2)cc1,-7,0,12,-17,5.3,-1,-22,-6
CN1CCCC(OC(=O)c2cc(F)c(F)c(F)c2F)C1 (stereo unspecified),-4,13,-17,7,0.1,1,-1,-1
O=C(O)c1ccc(Cl)c(NC(=S)NC(=O)c2ccccc2[N+](=O)[O-])c1,0,8,-15,4,-1.4,-4,-8,1
O=C(c1ccc(S(=O)(=O)Nc2ccccc2F)cc1)N1CCN(c2ccccn2)CC1,-1,8,-17,8,0.6,-1,-5,0
Cn1c2c(c(=O)n(C)c1=O)C(C(F)(F)F)(C(F)(F)F)N=C(CCC1CCCCC1)N2,-1,-43,5,7,94*,-10,-6,-7
O=C(c1ccccc1F)N1CCN(c2ccc([N+](=O)[O-])cc2-n2cccc2)CC1,-6,19,12,-20,5.3,4,-5,0
N#Cc1nc(Cc2ccccc2)oc1N1CCN(c2cccc(Cl)c2)CC1,-6,13,-4,-19,-0.1,8,6,0
NS(=O)(=O)c1ccc(CNC(=S)NC2CCCCC2)cc1,-5,16,-12,-20,-0.1,-2,-5,2
NC(=O)C1CCCN(C(=O)c2ccc3oc(Cc4ccc(Cl)cc4)nc3c2)C1 (stereo unspecified),-5,3,-1,-8,0.5,0,-1,-1
O=C(O)C(c1ccccc1)N1CCCCC1 (stereo unspecified),-9,10,11,-11,0.8,-14,0,0
COc1ccc(S(=O)(=O)N2CCOCC2)cc1NC(=O)c1cccs1,-8,8,-7,-3,-0.8,-6,4,0
Cc1ccnc(N=Cc2nc(-c3ccccc3Br)oc2O)c1,2,-76,5,-20,1.7,2,8,-10
O=C(Nc1cccc(S(=O)(=O)NCc2ccco2)c1)c1ccc(Cl)cc1,1,12,10,-24,3.0,-5,-3,-5

# Entries of single compounds as entered above. Order of values: SENP7 inh	SENP8 inh	PfG6PD inh	SENP6 block	MPTP block	HKDC1 inh	ATG4B inhibitor	GRIN3A LBD mod
# CCCn1nnnc1SCC(=O)NCc1ccc2c(c1)OCO2 is listed with 4	12	3	-8	0.3	-1	-6	-1
# COc1ccccc1C(CNC(=O)c1ccc(NS(=O)(=O)c2ccc3c(c2)OCCO3)cc1)N(C)C (stereo unspecified) is listed with 5	15	5	-16	-0.4	-5	-6	2
